Source: PubChem BioAssay (several laboratories)
Bcl-xL primary: inhibitors of human Bcl-xL, primary screen, biochemical, fluorescence polarization, HTS; Bcl-2-like protein 1 (Homo sapiens), Q07817; AID 2129, 2009; inhibition, % at 10.9 µM; actives 0.7% (n = 320,000); GST-Bcl-xL / FITC-Bim BH3 peptide fluorescence polarization;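 active means inhibition above the mean of all tested compounds plus 3 SD, cutoff set per campaign, cut at about 30% in these data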;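 further: 0% = DMSO wells and 100% = unlabeled Bim-BH3 peptide competitor; inhibitors lower millipolarization by displacing the labeled peptide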
ZTA counter: ZTA (EBV) inhibition in EBNA-1 counter-screen | ZTA-DNA binding, fluorescence polarization | inhibition, % at 11 µM | P03206 | AID 2234 | actives 0.15% (n = 320,000); in the data active means inhibition above about 33%
Target sequence (P03206 whole entry, looked up): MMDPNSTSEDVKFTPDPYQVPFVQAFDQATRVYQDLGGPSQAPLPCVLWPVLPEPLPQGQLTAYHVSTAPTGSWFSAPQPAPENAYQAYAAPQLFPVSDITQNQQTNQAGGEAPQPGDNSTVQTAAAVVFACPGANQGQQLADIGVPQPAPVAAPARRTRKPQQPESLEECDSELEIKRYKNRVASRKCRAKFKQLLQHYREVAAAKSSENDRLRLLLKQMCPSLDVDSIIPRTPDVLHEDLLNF
EBNA-1 inhibitor: EBNA-1 DNA-binding inhibitors, primary screen, biochemical, fluorescence polarization; actives 0.34% (n = 300,000); AID 1950, 2009; inhibition, % at 14.8 µM; in the data active means inhibition above about 28%
Efflux pump mplx: inhibitors of Candida efflux pumps in yeast, primary screen, S. cerevisiae, Nile Red, multiplex; actives 0.44% (n = 330,000); S. cerevisiae Candida pump triplex; inhibition, % at 10 µM;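 active means plate passing quality check with inhibition over a set limit, or well fluorescence over plate mean plus 4 SD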;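 further: Nile Red retained in pooled yeast measured as flow cytometry median fluorescence; 0% = buffer negative control and 100% = Enniatin B positive control; higher means more Nile Red kept so more efflux inhibition; some compounds called inactive have numbers as strong as hits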
Fam108B counter: mouse Fam108B serine hydrolase inhibitors, primary screen, counter-screen for RBBP9 inhibitor project, biochemical, fluorescence polarization. recombinant Fam108B, FP-Rh probe fluorescence polarization. inhibition, % at 9.51 µM. actives 0.33% (n = 300,000). AID 1947, 2009;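 active means inhibition above the screen mean inhibition plus 3 SD, computed separately per campaign, cut at about 18% in these data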;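 further: inhibitors lower polarization as less probe binds the enzyme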
CR mimetic SO: reduction of superoxide in aged yeast, primary screen, HTS | superoxide response (% of plate mean), % at 10 µM | S. cerevisiae aged cells, superoxide DHE fluorescence; hits give low values | AID 2690, 2010 | actives 0.18% (n = 330,000);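 active means superoxide response under a set limit, about three screen SD below normal, cut at about 65% in these data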;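 further: yeast aged for seven days with compound at 30 °C before DHE staining; 100% = average MFI of all compound-treated wells on the plate with controls excluded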
GLD-1 RNA inh: GLD-1/TGE RNA complex disruptors, primary screen, biochemical, fluorescence polarization | Female germline-specific tumor suppressor gld-1 (Caenorhabditis elegans), Q17339 | purified GLD-1 + fluorescein TGE RNA | inhibition, % at 5.96 µM | actives 0.44% (n = 320,000) | AID 2280, 2010;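 active means percent inhibition above a per-plate cutoff, the plate mean of test compounds plus 3 SD, cut at about 30% in these data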;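 further: 0% = DMSO wells with GLD-1 and probe and 100% = wells lacking GLD-1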
MCL1 BIM primary: inhibitors of MCL1 binding to BIM-BH3, primary screen, biochemical, fluorescence polarization. Induced myeloid leukemia cell differentiation protein Mcl-1 (Homo sapiens), Q07820. GST-MCL1 / FITC-Bim-BH3 fluorescence polarization. inhibition, % at 10.9 µM. actives 0.68% (n = 320,000);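 active means inhibition above the mean inhibition of all tested compounds plus 3 SD, set per campaign, cut at about 40% in these data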;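 further: 0% = DMSO wells and 100% = unlabeled Bim-BH3 peptide control; higher means more loss of mP so more displacement of Bim peptide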
Target sequence (Q07820 whole entry, looked up): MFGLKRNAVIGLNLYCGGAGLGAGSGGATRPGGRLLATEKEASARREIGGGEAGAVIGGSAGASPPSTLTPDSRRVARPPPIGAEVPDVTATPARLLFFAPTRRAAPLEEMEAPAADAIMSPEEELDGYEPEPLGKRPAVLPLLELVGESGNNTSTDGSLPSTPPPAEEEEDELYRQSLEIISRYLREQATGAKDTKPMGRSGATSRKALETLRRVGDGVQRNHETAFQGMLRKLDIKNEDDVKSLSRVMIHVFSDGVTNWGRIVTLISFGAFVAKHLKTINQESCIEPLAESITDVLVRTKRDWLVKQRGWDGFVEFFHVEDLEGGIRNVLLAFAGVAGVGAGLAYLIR
MEX-5 binding: MEX-5 zinc finger RNA-binding disruptors – biochemical, C. elegans, fluorescence polarization, MLPCN library, primary screen; Zinc finger protein mex-5 (Caenorhabditis elegans), Q9XUB2; MEX-5/FITC-TCR2 RNA binding; hits give low values; activity score (negative = inhibition of binding), % at 10 µM; actives 0.38% (n = 300,000); AID 1832, 2009;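 active means inhibition past about -25% in most replicates, and total fluorescence under double the plate's negative control median, limit read from the data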;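 further: 0% = DMSO and -100% = 5 µM competing unlabeled TCR2 RNA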
Target sequence (Q9XUB2 whole entry, looked up): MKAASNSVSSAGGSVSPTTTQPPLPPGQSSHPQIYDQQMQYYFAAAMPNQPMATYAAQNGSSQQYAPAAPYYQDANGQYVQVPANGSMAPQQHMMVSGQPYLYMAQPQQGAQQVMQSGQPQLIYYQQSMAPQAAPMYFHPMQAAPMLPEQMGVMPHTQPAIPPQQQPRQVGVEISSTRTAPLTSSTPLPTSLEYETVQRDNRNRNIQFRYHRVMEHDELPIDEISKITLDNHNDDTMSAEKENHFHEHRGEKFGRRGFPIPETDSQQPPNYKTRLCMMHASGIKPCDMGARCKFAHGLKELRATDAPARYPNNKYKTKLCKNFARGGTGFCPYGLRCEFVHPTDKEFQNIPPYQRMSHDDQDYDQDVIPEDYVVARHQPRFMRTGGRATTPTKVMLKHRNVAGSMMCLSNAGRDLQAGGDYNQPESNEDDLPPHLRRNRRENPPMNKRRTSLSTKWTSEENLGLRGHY
* hit, by the source's call; i = inactive; nt = not tested or not shown. Rows were taken by chance; 2.3% or so of the library scored in one or more.

SMILES	Bcl-xL primary	ZTA counter	EBNA-1 inhibitor	Efflux pump mplx	Fam108B counter	CR mimetic SO	GLD-1 RNA inh	MCL1 BIM primary	MEX-5 binding
O=C(C1CCN(S(=O)(=O)c2cccc3cccnc23)CC1)N1CC=C(c2ccccc2)CC1	1	-4	4	0.2	-3	93	0	5	nt
Cc1c(C(=O)NCc2ccccc2)oc2ccc(S(=O)(=O)N3CCCC3)cc12	4	-15	-4	0.1	1	103	-1	-1	-2.9
COc1cc(C(=O)Nc2ccc3c(c2)Cc2ccccc2-3)cc(OC)c1OC	2	3	9	0.1	-2	95	-6	-5	0.5
CC(NC(=O)NC1CCCCC1)C(c1cccs1)N1CCN(C)CC1 (stereo not drawn)	0	-8	1	0.0	1	84	1	5	0.0
CC(=O)N1c2ccc(S(=O)(=O)NCc3ccco3)cc2CC1C (stereo not drawn)	6	-5	-15	0.1	-2	96	-3	-3	-1.2
CCc1cc2c(SCC(=O)c3ccccc3)ncnc2s1	1	-25	0	-0.1	-4	97	13	2	0.4
COc1ccc(CC(=O)N(C)Cc2ccc(C(C)(C)C)cc2)cc1S(=O)(=O)N1CCOCC1	0	-3	-3	-0.1	-1	107	-4	-4	1.4
Nc1c(S(=O)(=O)c2ccccc2)cnc2c(-c3ccc(F)cc3)cnn12	5	-4	-5	-0.1	1	i	0	3	-0.5
COCCn1c(SCC(=O)N2CCCCC2)nc2c(c1=O)SCC2	5	-9	2	0.1	0	101	-1	0	2.4
COC(=O)c1cccc(NC(=S)NCc2ccco2)c1	5	7	2	0.0	0	88	-7	7	-3.0
O=C(NNS(=O)(=O)c1ccccc1)c1cccc(F)c1	3	2	5	0.1	-5	89	1	-1	3.0
CCN(CC)C(=O)CSc1nc2c(sc(=S)n2Cc2ccco2)c(=O)n1-c1ccccc1	0	-4	-8	0.2	-1	83	-8	-2	-0.1
COCCN(C(=O)CC1CCCC1)c1c(N)n(CC(C)C)c(=O)[nH]c1=O	3	-14	nt	-0.1	nt	108	0	1	nt
Cc1ccc(N(C)C(=O)c2ccc3c(Cl)c4c(nc3c2)CCC4)cc1C	1	-8	-16	0.1	-3	103	6	11	-0.9
O=C1c2cccc(Cl)c2C(=O)N1c1ccccn1	-1	-1	2	0.1	2	96	-1	-2	3.3
CC(=O)Nc1c(F)cc(Br)cc1F	3	-3	-7	0.2	1	106	4	8	-1.3
N#Cc1nn(-c2ccccc2)nc1N1CCCCC1	3	-5	0	-0.2	-3	98	0	0	0.5
O=C(NCCN1CCCCCC1)c1ccc(CS(=O)(=O)c2ccc(Br)cc2)o1	5	10	-1	-0.4	2	100	0	7	-3.1
CCOc1ccc(CCNC(=O)C2CCN(S(=O)(=O)N3CCC(C)CC3)CC2)cc1OCC	1	16	6	-0.1	-4	96	-4	-1	-0.7
O=C(NCCCn1ccnc1)C(=O)NCC1OCCN1S(=O)(=O)c1cc(F)ccc1F (stereo not drawn)	6	-5	5	-0.1	-2	101	6	8	nt
Cc1ccc(S(=O)(=O)NCCC(=O)N2CCCCCC2)cc1	5	0	-6	-0.1	2	98	5	2	1.3
O=C(NCc1cccs1)Nc1ccc(Cl)cc1	1	-13	-12	0.7	5	103	-1	-3	-0.5
NC(=O)CC(NC(=O)Cc1cccc2ccccc12)c1ccc(NC2CCCCC2)c([N+](=O)[O-])c1 (stereo not drawn)	-4	9	-8	0.0	-10	105	-2	-4	-1.2
COc1ccc(S(=O)(=O)N2CCN(C(=O)Nc3ccccc3OC)CC2)cc1	-3	1	-11	0.3	0	112	-3	-3	0.0
CCNC(=O)NC(=O)COC(=O)c1cccc(S(=O)(=O)N2CC3(C)CC2CC(C)(C)C3)c1 (stereo not drawn)	1	-23	-2	-0.1	-5	80	8	-8	1.1
Cc1ccc(C(=O)COc2ccc3ccc(=O)oc3c2)cc1	-6	10	4	0.1	-1	113	-3	0	2.7
CC(C)CNC(=O)c1nc(-c2ccccc2)n(-c2ccccc2)n1	3	-9	-7	0.0	1	97	-1	-4	0.6
CCc1c(C)sc(NC(=O)c2cnn3cccnc23)c1C#N	3	6	17	-0.1	2	102	2	7	-0.3
COc1cccc(CN2CCC(C(=O)N3CCN(c4ccccc4F)CC3)CC2)c1	-1	7	-7	1.0	-3	113	6	4	0.4
COc1ccccc1OC1OC2COC(c3ccco3)OC2C(O)C1NC(C)=O (stereo not drawn)	4	5	4	0.0	-1	92	4	0	0.1
Cc1ccc(S(=O)(=O)N2CCCC(C(=O)NCCCN3CCCCC3C)C2)cc1 (stereo not drawn)	0	-13	-5	0.0	-3	90	6	5	0.0
O=C(CCc1nnc(CCCc2ccccc2)o1)NC(C1CC1)C1CC1	1	15	-18	0.0	1	109	4	-4	-1.2
O=C(CCl)Nc1c2c(nn1-c1ccccc1)CSC2	10	5	7	0.0	-3	141	2	9	3.5
Cc1ccc(S(=O)(=O)c2nc(S(C)(=O)=O)sc2N2CCN(C)CC2)cc1	-1	-15	-4	0.0	2	124	1	-3	1.5
O=C(c1ccc(F)cc1)N1CCC(C(=O)N2CCN(S(=O)(=O)c3cccc(Cl)c3)CC2)CC1	-6	-6	1	0.3	1	104	-2	2	-0.3
CC(=O)Nc1ccc(S(=O)(=O)N2CCN(Cc3cccs3)CC2)cc1	6	3	1	0.0	-1	99	2	-2	-0.7
Cn1ccnc1C(=O)c1cccc([N+](=O)[O-])c1	0	-6	8	-0.1	1	98	0	-2	3.7
O=C(COC(=O)/C=C/c1ccc(F)cc1)NCc1ccco1	-3	3	12	-0.1	0	99	3	-5	-1.3
CC(C)CNC(=O)/C=C/C=C/CCCC/C=C/c1ccc2c(c1)OCO2	0	1	nt	0.0	nt	89	-10	1	nt
COc1ccc2c(C(=O)CN3CC(C)OC(C)C3)c[nH]c2c1 (stereo not drawn)	5	-6	-22	0.2	-2	93	-4	1	3.1
O=C(Cn1nc(-c2ccc(Cl)cc2)c2ccccc2c1=O)NCC1CCCO1 (stereo not drawn)	3	7	5	0.0	1	106	4	1	-2.9
CC(C)CCOc1ccccc1C(N)=O	5	-1	-1	0.4	4	103	-4	13	-2.8
COc1ccc(C2c3ccc4ccccc4c3Oc3ncn4nc(Cc5ccccc5)nc4c32)cc1OC (stereo not drawn)	6	3	-2	0.0	1	102	3	14	0.7
CCC1(C)COC2(OC1)C(=O)Nc1ccccc12 (stereo not drawn)	1	-6	8	-0.1	1	88	1	6	3.5
O=C(NCC1CCN(Cc2ccc(F)cc2)CC1)C1CCCN(c2ncnc3c2nc2n3CCCCC2)C1 (stereo not drawn)	6	-7	7	-0.1	0	98	-3	3	-0.1
O=C(CCCNC(=O)/C(=C\c1ccccc1F)NC(=O)c1ccccc1)OCc1ccccc1	5	-11	5	0.1	2	92	9	1	-1.6
CCN(CC)S(=O)(=O)c1ccc2c(c1)NC(=O)C1CCCN21 (stereo not drawn)	-5	8	4	-0.4	0	105	-10	-11	0.7
Cc1cc(C)c(NC(=O)Nc2ccccc2C)c(Cl)c1	8	13	4	-0.1	0	121	5	1	-0.5
C=CCNC(=S)Nc1sc2c(c1C(=O)OCC)CC(C)(CC)OC2 (stereo not drawn)	3	-17	-10	0.1	-3	132	-2	0	1.5
COc1cccc(N2CCN(C(=O)c3ccc4nc(N5CCC(C)CC5)sc4c3)CC2)c1	9	5	2	0.1	0	114	6	6	0.4
NC(=O)CC(NC(=O)c1cccc(Br)c1)c1ccc(N2CCC(N3CCCCC3)CC2)c([N+](=O)[O-])c1 (stereo not drawn)	0	-8	-1	-0.1	3	100	5	-5	-2.3
O=C(NC1CCCCCCC1)c1ccc(Br)cc1	68*	0	9	-0.1	-2	103	28	52*	0.7
CCOc1ccccc1NC(=O)COC(=O)CSc1ccc(Cl)cc1	-2	-5	8	-0.1	-1	101	8	1	0.8
COc1cccc(NC2=C(Cl)C(=O)OC2OC(=O)c2ccco2)c1 (stereo not drawn)	1	-6	-8	-0.1	8	99	-7	-4	-0.4
COc1ccccc1NC(=O)CSc1ccc2nnc(-c3ccc(C)cc3)n2n1	-5	-4	-5	0.5	-2	109	2	-4	-4.1
O=C(O)C1Nc2ccc(OC(F)(F)F)cc2C2C=CCC12 (stereo not drawn)	48*	3	3	0.1	22*	101	0	106*	-17
C/C(N)=C(/C#N)C(=O)COC(=O)C1CSC2(c3ccc(F)cc3)CCC(=O)N12 (stereo not drawn)	4	0	-2	-0.1	1	101	5	9	-0.3
CC1(C)CC(NC(=O)Cc2ccccc2[N+](=O)[O-])CC(C)(C)N1	1	-14	-21	-0.1	-1	109	1	3	-0.8
Cc1ccccc1NC(=O)C1CCCN1S(=O)(=O)c1ccc2c(c1)n(C)c(=O)c(=O)n2C (stereo not drawn)	3	7	6	0.0	-1	100	1	3	-0.7
CN(C)CCCn1c(SCC(=O)Nc2nccs2)nnc1-c1ccncc1	-15	2	-20	0.1	-8	99	-6	-10	1.0

Copied from the listing, two compounds:
SMILES	Bcl-xL primary	ZTA counter	EBNA-1 inhibitor	Efflux pump mplx	Fam108B counter	CR mimetic SO	GLD-1 RNA inh	MCL1 BIM primary	MEX-5 binding
O=C(C1CCN(S(=O)(=O)c2cccc3cccnc23)CC1)N1CC=C(c2ccccc2)CC1	1	-4	4	0.2	-3	93	0	5	nt
Cc1c(C(=O)NCc2ccccc2)oc2ccc(S(=O)(=O)N3CCCC3)cc12	4	-15	-4	0.1	1	103	-1	-1	-2.9

Next results follow.
SMILES	Bcl-xL primary	ZTA counter	EBNA-1 inhibitor	Efflux pump mplx	Fam108B counter	CR mimetic SO	GLD-1 RNA inh	MCL1 BIM primary	MEX-5 binding
COc1ccc(-c2[nH]ncc2-c2cnc(C)s2)c(O)c1	6	-7	-10	0.1	-2	104	-6	7	0.8
CCN(CC)C(=O)c1ccccc1NC(=O)c1ccccc1	0	12	-2	-0.1	-2	95	2	-4	-1.5
O=C(CSc1nnnn1C1CCCCC1)N1CCCC1	3	-10	-10	-0.1	2	100	9	0	-1.7
Cc1nn(C)c(C)c1NC(=O)CSc1nc(Cc2ccccc2)nc2c1cnn2-c1ccccc1	2	5	-10	0.1	-3	130	-2	7	-3.2
CCC(C)NC(=O)N[C@@H](Cc1ccccc1)C(=O)O (stereo partly drawn)	5	9	-15	0.1	-5	102	3	6	0.5
CC(C)c1ccc(C2c3[nH]c4ccccc4c3C[C@H]3C(=O)N(c4ccccc4C(=O)N4CCC(C(=O)O)CC4)C(=O)N23)cc1 (stereo partly drawn)	23	18	8	0.2	-1	94	15	12	-2.2
CN(N)c1nc(N2CCCC2)nc(N2CCCC2)n1	2	-7	-3	0.2	0	107	1	2	-0.3
O=C(CN1C(=O)CSCC1=O)Nc1ccc2c(c1)OCO2	6	-3	-4	0.0	-2	105	6	10	-0.8
O=c1cc(/C=C/c2ccccc2)oc2ccccc12	-4	5	-1	0.4	-5	115	7	3	-4.2
N#Cc1ccccc1NC(=O)COC(=O)CCc1ccccc1	4	9	-14	0.0	1	104	3	4	0.5
COc1ccccc1N1CCN(C2CCCN(Cc3ccc(Cl)cc3)C2)CC1 (stereo not drawn)	2	11	-2	0.1	4	113	2	-3	-1.2
O=S(=O)(NC1=NCCC1)c1ccc(F)cc1F	7	-9	-8	-0.1	2	87	6	6	0.0
COc1ccc(CC(=O)NNC(=O)c2cnccn2)cc1	3	-11	3	-0.1	-1	104	6	14	-24
